Bioassay records deposited in PubChem BioAssay by several laboratories.
STK33 inh = inhibitors of purified STK33 kinase, primary screen, biochemical, ADP-Glo luminescence, homogeneous, cell-free; MBP phosphorylation; 320,000 compounds, 0.073% hits; inhibition, % at 10 µM; AID 2661, 2010; Serine/threonine-protein kinase 33 (Homo sapiens), Q9BYT3;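 active means inhibition at or above 25%, using the most active replicate where run in duplicate; inactive means inhibition below 25%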
Target sequence (Q9BYT3 whole entry, looked up): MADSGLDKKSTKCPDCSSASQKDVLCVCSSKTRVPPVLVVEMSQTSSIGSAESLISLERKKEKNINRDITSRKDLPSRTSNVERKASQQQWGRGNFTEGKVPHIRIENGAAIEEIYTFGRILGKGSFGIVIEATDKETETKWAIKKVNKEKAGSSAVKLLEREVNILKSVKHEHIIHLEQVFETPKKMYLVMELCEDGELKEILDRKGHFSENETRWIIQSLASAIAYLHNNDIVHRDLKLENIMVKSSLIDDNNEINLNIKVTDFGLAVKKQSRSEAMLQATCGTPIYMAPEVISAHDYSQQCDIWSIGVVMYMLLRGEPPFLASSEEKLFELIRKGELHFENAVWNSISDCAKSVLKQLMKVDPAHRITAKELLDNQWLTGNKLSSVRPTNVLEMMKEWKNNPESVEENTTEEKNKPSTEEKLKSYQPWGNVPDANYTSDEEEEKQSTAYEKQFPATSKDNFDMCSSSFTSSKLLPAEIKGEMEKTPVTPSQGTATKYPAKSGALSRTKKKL
CHT allo act = CHT positive allosteric modulators, primary screen, cell-based, membrane potential dye, choline EC20. High affinity choline transporter 1 (Homo sapiens), Q9GZV3. 310,000 compounds, 0.49% hits. CHT-expressing cells; hits give high values; LV-AA mutant CHT in HEK293 cells. AID 488977, 2010. B-score at 10 µM;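 active means initial fluorescence not abnormally high and integrated response B-score, plate-corrected, over 3 SD above library mean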
Target sequence (Q9GZV3 whole entry, looked up): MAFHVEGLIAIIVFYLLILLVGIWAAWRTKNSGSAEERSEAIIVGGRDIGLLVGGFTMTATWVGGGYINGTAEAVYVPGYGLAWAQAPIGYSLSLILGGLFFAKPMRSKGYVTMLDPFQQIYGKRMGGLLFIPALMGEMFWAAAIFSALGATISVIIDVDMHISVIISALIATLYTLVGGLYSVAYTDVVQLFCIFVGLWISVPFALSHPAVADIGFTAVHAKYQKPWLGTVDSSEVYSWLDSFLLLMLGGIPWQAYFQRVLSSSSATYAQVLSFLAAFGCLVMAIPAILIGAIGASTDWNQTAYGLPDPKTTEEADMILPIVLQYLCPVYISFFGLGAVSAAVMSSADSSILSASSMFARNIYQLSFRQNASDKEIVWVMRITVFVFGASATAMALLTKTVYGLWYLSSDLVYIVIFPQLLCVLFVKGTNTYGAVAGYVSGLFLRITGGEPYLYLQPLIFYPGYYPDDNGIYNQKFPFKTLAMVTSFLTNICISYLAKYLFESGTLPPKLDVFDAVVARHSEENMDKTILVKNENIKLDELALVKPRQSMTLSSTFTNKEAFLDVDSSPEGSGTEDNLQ
CHT inh = inhibitors of human choline transporter CHT; B-score at 10 µM; High affinity choline transporter 1 (Homo sapiens), Q9GZV3; 310,000 compounds, 0.86% hits; AID 488975, 2010; CHT-expressing cells, membrane potential dye, choline response; hits give low values;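 active means B-score over 3 SD under the library average, and starting fluorescence ratio not unusually high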;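 further: choline stimulus applied at its EC90 after an EC20 pre-addition; B-score computed on integrated fluorescence ratio after choline addition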
Numbers without * were called inactive; i = inactive.

SMILES	STK33 inh	CHT allo act	CHT inh
CN1CCN(S(=O)(=O)c2ccc(NC(=O)Nc3cccc(Cl)c3)cc2)CC1	0.4	i	-8.11*
O=C(NCCc1csc(-c2cccnc2)n1)c1ccc(Br)o1	6.8	i	i
CCC1CCCCN1C(=S)NC1CCCCC1 (stereo not drawn)	-2.9	i	i
COc1ccc(CCNC(=O)C(C(=O)c2ccccc2)n2ccccc2=O)cc1OC (stereo not drawn)	0.6	i	i
CCOc1ccccc1NC(=O)c1ccccc1-c1ccccc1	-0.2	i	i
COc1cc(CCC(=O)NCc2ccc3c(c2)OCO3)cc(OC)c1OC	-0.7	i	i
O=[N+]([O-])c1cc2c(c(CSc3nnc4ccccn34)c1)OCOC2	0.3	i	i
COCCN(CCOC)c1ncnc2c1cnn2-c1ccc(Cl)cc1	-2.1	i	i
O=C(CSc1nc2ccccc2c(=O)[nH]1)N1CCN(c2ccccc2)CC1	-0.4	i	i
CCOC(=O)C1CCN(Cc2ccc(O)c3ncccc23)CC1	-3.5	i	i
CC1=NN(C(=O)COc2ccccc2)C(O)(c2ccccc2)C1 (stereo not drawn)	-1.2	i	i
COc1ccc(CCNC(=O)c2cc(-c3ccc4c(c3)OCO4)on2)cc1OC	-0.7	i	i
COC(=O)C(C)Sc1nc2c(cnn2-c2ccc(C)cc2)c(=O)[nH]1 (stereo not drawn)	-1.2	i	i
O=C(c1ccc2c(c1)OCCO2)N1CCN(c2ccccn2)CC1	-1.5	i	i
COc1ccc(CCN(C(=O)C(F)(F)F)C(C(=O)NC2CCCCC2)c2ccc(C)s2)cc1OC (stereo not drawn)	4.8	i	i
CCC(C(=O)Nc1cccc(C(=O)O)c1C)c1ccccc1 (stereo not drawn)	-0.5	i	i
Cn1c(SCc2ccc(Cl)cc2Cl)nc(C(F)(F)F)cc1=O	-3.5	i	i
O=C(O)c1cccc(CSc2nc(-c3ccc(Cl)cc3)cc(C(F)(F)F)n2)c1	-0.5	i	i
Cc1ccccc1CN1CCNC1=O	0.6	i	i
O=c1c2ccccc2ncn1-c1ccc([N+](=O)[O-])cc1Cl	-1.4	i	i
O=C(O)c1ccccc1C(=O)Nc1ccccn1	-0.7	i	i
Cn1c(=O)c2c(nc3n2CC(O)CN3c2ccc(O)cc2)n(C)c1=O (stereo not drawn)	0.6	i	i
C=C(C)C1CC=C(C)/C(=N/Nc2ccccc2[N+](=O)[O-])C1 (stereo not drawn)	-0.9	i	i
Cc1cc(NS(=O)(=O)c2ccc(NC(=O)/C=C/c3cccc(Cl)c3)cc2)no1	-1.4	i	i
Cc1c(-n2c(SCC(=O)NC(C)C)nc3ccccc3c2=O)c(=O)n(-c2ccccc2)n1C	-1.3	i	i
Cc1cc(-c2n[nH]c(=S)n2-c2ccc(C)c(C)c2)no1	-4.2	i	i
CC(=O)N1CCN(c2ccc(NC(=O)c3ccc(Cl)c(Cl)c3)cc2)CC1	-0.4	i	i
Cc1c(CCC(=O)O)c(=O)oc2cc(OCc3cccc(Cl)c3)ccc12	-0.1	i	i
CNC(C)C#Cc1ccc2oc3cccc(OC)c3c(=O)c2c1 (stereo not drawn)	0.1	i	i
COc1cc(/C=N\NC(=O)c2ccc(-c3ccccc3)cc2)ccc1OCC(N)=O	-2.4	i	i
O=C(NCc1cccnc1)c1cc2nc(-c3ccc4c(c3)OCO4)cc(C(F)(F)F)n2n1	-0.2	i	i
CN1C(=O)CC(N2CCN(CC(=O)N3CCCC3)CC2)C1=O (stereo not drawn)	-1.3	i	i
Cc1cc(C)c(/C=N/NC(=O)c2nnn(-c3nonc3N)c2COc2ccc(F)cc2)c(C)c1	0.3	i	i
O=C(N1CCC(n2nc(-c3ccccc3)oc2=O)CC1)C1(c2ccc(Cl)cc2)CC1	-0.6	i	i
CN1C(=O)C(CCC(=O)O)NC1=S (stereo not drawn)	-0.3	i	i
O=C(Nc1nnc(-c2ccccc2Cl)o1)c1ccc(S(=O)(=O)N2CCCCCC2)cc1	-1.2	i	i
Cc1cc(/C=N/NC(=O)c2ccsc2)c(C)n1-c1cnccn1	-2.6	i	i
N#CC1=C(N)C2=CCCC[C@H]2[C@H](c2cccc(F)c2)C1(C#N)C#N	-1.9	i	i
C[C@H](NC(=O)c1nc[nH]c1C(=O)NC1CCN(C(=O)OC(C)(C)C)CC1)C(=O)OC(C)(C)C	0.6	i	i
CCOC(=O)C1CCN(S(=O)(=O)c2ccc3c4c(cccc24)C(=O)N3)CC1	-0.8	i	i
COc1ccccc1NC(=S)N1CCC(C(=O)c2ccc(F)cc2)CC1	-2.2	i	i
CCOC(=O)c1ccc(NC(=S)NN)cc1	0.4	i	i
COc1ccc(Nc2nc(N)nc(CSc3nccn3C)n2)cc1	-0.5	i	i
COc1cccc(-c2nc(COc3ccc(Cl)cc3Cl)no2)c1	0.0	i	i
O=C(Nc1ccc(Cl)cc1)Nc1ccccc1CC[N+](=O)[O-]	-1.4	i	i
O=C(Nc1ccccc1)C1=C[C@@H](C2CCCCC2)C[C@@H](OCc2ccc(CO)cc2)O1	-1.0	i	i
CN(C)CCC#CC1(O)c2ccccc2-c2ccccc21	-0.7	i	i
CC(C)OC(=O)c1cccc(C(=O)O)n1	1.2	i	i
Cc1coc2c1c(C)cc1oc(=O)c(CC(=O)N[C@@H](C)C(=O)O)c(C)c12	-0.5	i	i
Cn1nnnc1SCCNCc1ccc(Cl)cc1	-1.0	i	i

Later entries:
SMILES	STK33 inh	CHT allo act	CHT inh
CCCc1nnc(NC(=O)CCN2C(=O)c3ccccc3C2=O)s1	-0.4	i	i
CC(C)N(C)C1CCN(S(=O)(=O)c2ccc(-c3ccc(=O)[nH]n3)s2)CC1	-0.3	i	i
Cc1cc(NC(=O)c2ccc3c(c2)OCO3)no1	-2.1	i	i
COc1cc2c(-c3ccccc3O)nc3c(c(C)nn3-c3ccccc3)c2cc1OC	-1.6	i	i
CCC1(C)Cc2c(sc(NC(=S)NC(=O)c3ccccc3)c2C#N)CO1 (stereo not drawn)	-1.6	i	i
CN(C)CCN(Cc1ccccc1)S(=O)(=O)c1ccc2c(c1)n(C)c(=O)c(=O)n2C	1.1	12.1*	i
COCCn1c(SCC(=O)Nc2ccc3c(c2)OCCO3)nnc1C(C)C	-1.9	i	i
CC1(C)CC2c3cccc(C(=O)O)c3C(=O)N2c2c1ccc1ccccc21 (stereo not drawn)	-3.3	i	i
CC12CC(NC(=O)N1c1cccc(C(=O)N3CCN(c4ccccc4F)CC3)c1)c1ccccc1O2 (stereo not drawn)	0.7	i	i
Cc1ccc(N2CC(NS(=O)(=O)c3cccs3)CC2=O)cc1C (stereo not drawn)	0.2	i	i
COc1cc2oc3cc(C#Cc4ccc(N)cc4)ccc3c(=O)c2cc1OC	1.6	i	i
Cc1ccc(S(=O)(=O)NN2C(=O)c3ccccc3NC2c2ccccc2)cc1 (stereo not drawn)	-4.8	i	i
Cc1cccc(C)c1Nc1nnc(SCC(=O)NC2CCS(=O)(=O)C2)s1 (stereo not drawn)	-1.0	i	i
Cc1ccsc1C1C2=C(CC(C)(C)CC2=O)Nc2ncnn21 (stereo not drawn)	-0.7	i	i
CCCS(=O)(=O)c1nc(S(=O)(=O)c2ccc(C)cc2)c(NCCCN2CCCC2=O)s1	-0.9	i	i
CCN(CC)C(=O)Cn1cc(S(=O)(=O)CC(=O)NCc2ccccc2)c2ccccc21	-1.0	i	i
Cc1ccc([N+](=O)[O-])cc1N=Nc1c(C)[nH]n(C(N)=S)c1=O	-0.1	i	i
COC(=O)[C@@]1(C)CC[C@]2(C)CC[C@@]3(C)C(=CC(=O)C4[C@@]5(C)CC[C@H](O)C(C)(C)[C@@H]5CC[C@]43C)[C@H]2C1 (stereo partly drawn)	0.9	i	i
O=C(CCS(=O)(=O)c1ccc(Br)s1)NC1CCCC1	-0.2	i	i
O=C(CNC(=O)c1cccnc1)N=Nc1c(O)[nH]c2c(Br)cc(Br)cc12	-0.8	i	i
Cc1ccc(-c2nnc(N3CC(C)OC(C)C3)c3ccccc23)cc1 (stereo not drawn)	0.8	i	-7.54*
NC(=O)CC(NC(=O)c1ccccc1)c1ccc(NCc2ccccc2)c([N+](=O)[O-])c1 (stereo not drawn)	-0.6	i	i
O=C(NCc1ccco1)C1CCC(N2C(=O)C3C4CCC(C4)C3C2=O)CC1 (stereo not drawn)	-0.1	i	i
Cc1cc(C(=O)N(C2CCCCC2)C2CCCCC2)no1	-0.5	i	i
CCc1ccc(CCC(=O)Nc2ccc(Cl)cc2)o1	-0.6	i	i
CCOc1ccc(S(=O)(=O)Nc2ccc(S(=O)(=O)N3CCCC3)cc2)cc1	-0.9	i	i
Cc1sc(/N=C/c2ccccc2O)c(C#N)c1C	-1.1	i	i
CCN1C(=C(C#N)C#N)C=Cc2ccccc21	-1.8	i	i
CCCCn1c(-c2ccccc2)cnc1SCC(=O)NCCc1ccc(OC)c(OC)c1	-0.8	i	i
Cc1nc2ccc(NC(=O)Cc3c(F)cccc3Cl)cc2s1	-2.3	i	i

Records listed so far shown as hits in CHT inh:
structure	STK33 inh	CHT inh
CN1CCN(S(=O)(=O)c2ccc(NC(=O)Nc3cccc(Cl)c3)cc2)CC1	0.4	-8.11*
Cc1ccc(-c2nnc(N3CC(C)OC(C)C3)c3ccccc23)cc1 (stereo not drawn)	0.8	-7.54*

Next entries follow.
SMILES	STK33 inh	CHT allo act	CHT inh
O=C(CSc1ccc2nnc(-c3ccc(F)cc3)n2n1)NCC1CCCO1 (stereo not drawn)	-1.7	i	i
NC(=O)C1(c2ccccc2)CCOCC1	-4.2	i	i
O=C(CN1C(=O)c2ccccc2S1(=O)=O)NCc1ccccn1	0.5	i	i
C=CCN(C(=O)CN1CCOCC1)c1nc(C)c(-c2ccccc2)s1	-1.3	i	i
COc1ccc(C2=NN(c3ccccc3)C(c3cccs3)C2)cc1 (stereo not drawn)	-2.2	i	i
COc1ccc(OC)c(CNS(=O)(=O)c2cn(C)cn2)c1	-2.2	i	i
CCn1c(O)c(N=NC(=O)c2cccnc2)c2cc(Br)ccc21	-1.3	i	i
Cc1cc(OCC(=O)Nn2cnnc2)c(C)cc1Br	1.4	i	i
C(=N\n1cnnc1)/c1cccc(OCCOc2ccccc2)c1	-0.4	i	i
COc1cccc(C(=O)NC(=S)Nc2cccnc2)c1	1.3	i	i
COc1ccc(C(=O)NCC(=O)OCC(=O)N2CC(C)CC(C)C2)cc1 (stereo not drawn)	1.7	i	i
Cc1ccsc1/C=N/n1c(-c2cccnc2)n[nH]c1=S	-0.4	i	i
Cc1cc(C)cc(NC(=O)CSc2nnc(-c3ccccc3)n2N)c1	0.8	i	i
CC1(C)Cc2c(C#N)c(NCC3CCCO3)nc(-c3ccco3)c2CO1 (stereo not drawn)	1.2	i	i
CCCC1OC2CC3C4CCC5=CC(=O)C=CC5(C)C4C(O)CC3(C)C2(C(=O)O)O1 (stereo not drawn)	0.1	i	i
Cc1oc2cc(O)ccc2c(=O)c1-c1ccccc1	1.3	i	i
O=C(O)CC(=O)Nc1cc(Cl)ccc1O	0.3	i	i
O=C1N=C(N2CCCCC2)S/C1=C\c1ccccc1F	-0.7	i	i
O=C(c1cc2cc(Br)ccc2o1)N1CCCCC1	-1.0	i	i
Cc1ccc(OC/C(=N\O)C(C)(C)C)c([N+](=O)[O-])c1	-1.8	i	i

Exported with values under each structure: 6 of the compounds above
Fields: STK33 inh, CHT allo act, CHT inh
- CCCc1nnc(NC(=O)CCN2C(=O)c3ccccc3C2=O)s1
  -0.4, i, i
- CC(C)N(C)C1CCN(S(=O)(=O)c2ccc(-c3ccc(=O)[nH]n3)s2)CC1
  -0.3, i, i
- Cc1cc(NC(=O)c2ccc3c(c2)OCO3)no1
  -2.1, i, i
- COc1cc2c(-c3ccccc3O)nc3c(c(C)nn3-c3ccccc3)c2cc1OC
  -1.6, i, i
- CCC1(C)Cc2c(sc(NC(=S)NC(=O)c3ccccc3)c2C#N)CO1 (stereo not drawn)
  -1.6, i, i
- CN(C)CCN(Cc1ccccc1)S(=O)(=O)c1ccc2c(c1)n(C)c(=O)c(=O)n2C
  1.1, 12.1*, i

Continued:
SMILES	STK33 inh	CHT allo act	CHT inh
O=C(CSc1cnc2ccccc2n1)NC1CCCC1	0.1	i	i
O=[N+]([O-])c1ccc(N2CCN(C(=S)NCc3ccc(Cl)cc3)CC2)cc1	0.0	i	i
C[N+]1(CCCCSc2ccc(O)cc2)CCCCC1	-0.1	i	i
COc1cc(C(=O)NCCN=C2NS(=O)(=O)c3ccccc32)cc(OC)c1OC	-0.7	i	i
CCC(CC)NC(=O)Cc1ccc(S(=O)(=O)N2CCOCC2)s1	2.0	i	i
Cc1ccc(CN2CCC(c3cc(-c4ccc(Cl)cc4)n[nH]3)CC2)cc1	-0.4	i	i
Cc1cc(C)nc(OC(C(=O)O)C(OCc2ccccc2)(c2ccccc2)c2ccccc2)n1 (stereo not drawn)	-1.2	i	i
Cc1cccc(NC(=S)NNC(=O)c2ccc3c(c2)OCO3)c1	0.3	i	i
Cn1cc(S(=O)(=O)N2CCOCC2)cc1C(=O)Nc1ccc(Cl)cc1	0.1	i	i
COc1ccc(N=c2scc(C)n2CCCN2CCCC2=O)cc1	-0.8	i	i
O=C(NC(=S)N1CCN(c2nc(-c3ccccc3)cs2)CC1)c1cccnc1	1.0	i	i
O=C1CCN(Cc2ccc(Br)cc2)CCN1CCO	-0.8	i	i

2 records picked at random from the list so far:
SMILES	STK33 inh	CHT allo act	CHT inh
C[N+]1(CCCCSc2ccc(O)cc2)CCCCC1	-0.1	i	i
O=C(NC(=S)N1CCN(c2nc(-c3ccccc3)cs2)CC1)c1cccnc1	1.0	i	i
